Source: PubChem (several laboratories)
MCL1-BIM inh: MCL1-BIM-BH3 interaction inhibition (human); Q07820; GST-MCL1 / FITC-Bim-BH3 fluorescence polarization; inhibition, % at 10.9 µM; 320,000 compounds, 0.68% hits;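 active = inhibition above the mean inhibition of all tested compounds plus 3 SD, set per campaign, cut at about 40% in these data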;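 note: 0% = DMSO wells and 100% = unlabeled Bim-BH3 peptide control; higher means more loss of mP so more displacement of Bim peptide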
Target sequence (Q07820 whole entry, looked up): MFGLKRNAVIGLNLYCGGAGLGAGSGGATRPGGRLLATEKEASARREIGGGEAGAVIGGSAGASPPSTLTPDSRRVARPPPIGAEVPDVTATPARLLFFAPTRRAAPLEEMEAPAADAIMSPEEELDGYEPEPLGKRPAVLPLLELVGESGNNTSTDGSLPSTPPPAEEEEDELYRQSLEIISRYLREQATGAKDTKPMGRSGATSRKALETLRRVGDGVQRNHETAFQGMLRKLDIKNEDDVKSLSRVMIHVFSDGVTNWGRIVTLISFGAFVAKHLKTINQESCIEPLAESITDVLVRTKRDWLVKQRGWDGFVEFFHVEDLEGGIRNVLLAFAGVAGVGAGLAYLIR
Efflux pump mplx: inhibitors of Candida antifungal efflux pumps expressed in yeast. 330,000 compounds, 0.44% hits. inhibition, % at 10 µM. S. cerevisiae Candida pump triplex, Nile Red efflux. AID 485275;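 active = plate passing quality check with inhibition over a set limit, or well fluorescence over plate mean plus 4 SD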;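 note: Nile Red retained in pooled yeast measured as flow cytometry median fluorescence; 0% = buffer negative control and 100% = Enniatin B positive control; higher means more Nile Red kept so more efflux inhibition; some compounds called inactive have numbers as strong as hits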
Bcl-xL primary: inhibitors of human Bcl-xL | 320,000 compounds, 0.7% hits | Q07817 | GST-Bcl-xL / FITC-Bim BH3 peptide fluorescence polarization | inhibition, % at 10.9 µM;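 active = inhibition above the mean of all tested compounds plus 3 SD, cutoff set per campaign, cut at about 30% in these data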;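 note: 0% = DMSO wells and 100% = unlabeled Bim-BH3 peptide competitor; inhibitors lower millipolarization by displacing the labeled peptide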
PME-1 inh: blocks human protein phosphatase methylesterase 1 | recombinant PME-1, FP-Rh probe fluorescence polarization | inhibition, % at 5.9 µM | 320,000 compounds, 0.53% hits;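 active = inhibition above the campaign mean of all compounds plus 3 SD, cut at about 26% in these data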;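 note: competitive labeling of PME-1 active site by serine hydrolase directed probe; 0% = PME-1 with DMSO and 100% = wells lacking PME-1 enzyme; inhibitors block probe labeling so polarization falls and inhibition rises; many of its hits are not listed in these tables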
Fam108B counter: blocks mouse Fam108B hydrolase in RBBP9 counter-screen. recombinant Fam108B, FP-Rh probe fluorescence polarization. inhibition, % at 9.51 µM. 300,000 compounds, 0.33% hits. AID 1947;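 active = inhibition above the screen mean inhibition plus 3 SD, computed separately per campaign, cut at about 18% in these data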;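 note: inhibitors lower polarization as less probe binds the enzyme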
MEX-5 binding: C. elegans MEX-5 TCR-2 RNA binding activity | AID 1832 | MEX-5/FITC-TCR2 RNA binding, fluorescence polarization; active compounds read low | activity score (negative = inhibition of binding), % at 10 µM | Q9XUB2 | 300,000 compounds, 0.38% hits;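 active = inhibition past about -25% in most replicates, and total fluorescence under double the plate's negative control median, limit read from the data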;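 note: 0% = DMSO and -100% = 5 µM competing unlabeled TCR2 RNA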
GRK2 inh: inhibitors of human GRK2 displacing RNA aptamer; inhibition of aptamer binding, % at 10 µM; bead flow cytometry, FAM-aptamer displacement from GRK2; 330,000 compounds, 0.59% hits; P25098;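 active = inhibition of aptamer binding above 40%, roughly 3 SD of noise, on plates passing a quality check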;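 note: median bead fluorescence of bound FAM aptamer so fluorescent compounds give negative values; no value below 0 was filed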
Target sequence (P25098 whole entry, looked up): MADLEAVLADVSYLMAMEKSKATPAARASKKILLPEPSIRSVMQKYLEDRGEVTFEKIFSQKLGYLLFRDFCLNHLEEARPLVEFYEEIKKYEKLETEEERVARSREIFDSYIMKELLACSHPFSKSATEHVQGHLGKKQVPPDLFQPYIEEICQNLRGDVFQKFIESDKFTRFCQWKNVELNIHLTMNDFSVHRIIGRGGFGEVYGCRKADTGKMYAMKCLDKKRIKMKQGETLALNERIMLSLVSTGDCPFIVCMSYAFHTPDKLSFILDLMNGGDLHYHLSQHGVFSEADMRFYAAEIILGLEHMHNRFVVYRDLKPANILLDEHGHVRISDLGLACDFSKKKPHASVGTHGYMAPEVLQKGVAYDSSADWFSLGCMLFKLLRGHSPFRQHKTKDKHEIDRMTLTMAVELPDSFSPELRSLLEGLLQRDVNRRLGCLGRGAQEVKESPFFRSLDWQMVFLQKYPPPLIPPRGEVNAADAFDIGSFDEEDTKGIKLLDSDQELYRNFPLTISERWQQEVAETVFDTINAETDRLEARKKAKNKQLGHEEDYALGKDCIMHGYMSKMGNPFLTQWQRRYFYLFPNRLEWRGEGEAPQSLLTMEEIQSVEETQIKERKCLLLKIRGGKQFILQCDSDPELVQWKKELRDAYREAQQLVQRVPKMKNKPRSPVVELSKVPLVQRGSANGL
GLD-1 TGE inh: GLD-1-TGE RNA interaction inhibition (C. elegans). Q17339. purified GLD-1 + fluorescein TGE RNA, fluorescence polarization. inhibition, % at 5.96 µM. 320,000 compounds, 0.44% hits. AID 2280;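 active = percent inhibition above a per-plate cutoff, the plate mean of test compounds plus 3 SD, cut at about 30% in these data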;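 note: 0% = DMSO wells with GLD-1 and probe and 100% = wells lacking GLD-1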
VLA-4 inh: inhibition in a human VLA-4 binding assay | P13612 | VLA-4 expressing cells, ligand binding flow cytometry | inhibition, % (about 7 µM as worked out from the volumes in the protocol) | 330,000 compounds, 0.2% hits | AID 2557; in the data active = inhibition above about 50%
Starred values were filed as active, the others as inactive; x = no result given.

The line under a structure holds: MCL1-BIM inh, Efflux pump mplx, Bcl-xL primary, PME-1 inh, Fam108B counter, MEX-5 binding, GRK2 inh, GLD-1 TGE inh, VLA-4 inh
1	CCOc1ccc(CCNC(=O)c2cc3sccc3n2C)cc1OCC
    -1, 0.1, 2, 0, 0, 2.3, 0, 1, -1
2	COc1cc2cc(CCCOC(=O)c3ccc(F)cc3)oc(=O)c2cc1OC
    0, -0.1, -2, -1, x, x, 2, -10, 0
3	Cc1c(C(=O)N/N=C/c2ccccc2)[nH]c2ccc(Cl)cc12
    8, -0.1, 5, 4, 6, -6.0, 0, 2, 10
4	Cc1nc2ccccc2nc1CSc1nnc(N)s1
    12, -0.2, 11, -3, 9, 2.4, 0, 1, -8
5	Cc1cc(C)cc(NC(=S)NCc2ccc(S(N)(=O)=O)cc2)c1
    7, 0.1, 11, -1, 1, 1.3, 0, -2, -9
6	Cn1c(=O)c2c(nc(SCCN3CCCCC3)n2Cc2ccc(Cl)cc2)n(C)c1=O
    5, 0.0, 4, 4, 1, 1.5, 0, 0, -6
7	C=CCNC(=O)c1ccc(-c2nc(-c3ccccc3)cs2)cc1
    11, 0.2, 3, -1, -4, -1.0, 1, 4, 15
8	COc1ccc(-c2cc(C(=O)N/N=C(\C)c3cccnc3)c3ccccc3n2)cc1
    x, 0.0, x, x, x, -1.5, 2, x, 6
9	CCC(C)c1ccc(OCc2ccc(C(=O)O)o2)cc1 (stereo not drawn)
    4, -0.1, 6, -3, 3, 2.2, 0, 1, 9
10	COCc1cc(C)nc(SCC(=O)Nc2ccc(N3CCOCC3)cc2)c1C#N
    -7, 0.1, 1, 2, -2, -1.7, 2, 5, 8
11	COc1ccc(OC)c(C=NNC(=O)c2ccc(NS(=O)(=O)c3cccs3)cc2)c1
    x, -0.1, x, x, x, x, 0, 2, -2
12	Cc1coc2cc3oc(=O)c(CCC(=O)N4C[C@H]5C[C@@H](C4)c4cccc(=O)n4C5)c(C)c3cc12
    2, -0.2, -1, -1, 1, -0.9, 0, 7, 41
13	CC(NC(=O)c1cccc(S(=O)(=O)N2CCCCCC2)c1)c1ccccc1 (stereo not drawn)
    1, 0.0, 1, 5, x, x, 3, -1, 10
14	COc1ccc(S(=O)(=O)Nc2cccc3c2O[C@H](CN(C)C(=O)Nc2ccccc2)[C@@H](C)CN([C@H](C)CO)C3=O)cc1
    x, 0.4, x, x, x, x, 0, 2, 31
15	CC(C)(C)c1ccc(C(=O)OC/C(O)=C(\C#N)c2nc3ccccc3s2)cc1
    1, 0.3, 8, 19, 10, -2.6, 1, -3, -8
16	Cc1nc2sc(C(c3ccc(Cl)cc3)N3CCN(C(=O)c4ccco4)CC3)c(O)n2n1 (stereo not drawn)
    8, -0.1, 4, 8, 0, x, 1, 0, 21
17	O=C(O)CN(Cc1ccco1)S(=O)(=O)c1ccc(F)cc1
    -1, 0.1, 5, 1, 4, 2.0, 0, -10, 0
18	Cn1nnc2cc(C(=O)N3CCSCC3)ccc21
    4, 0.1, 8, 4, 4, x, 0, 9, 2
19	CC(=O)Nc1cccc(NC(=O)c2cc([N+](=O)[O-])ccc2N2CCCCC2)c1
    -1, 0.2, 0, 5, x, x, 3, 1, 5
20	O=C(Cc1ccccc1)Nc1ccnn1C1CCN(Cc2ccc(CO)o2)CC1
    5, -0.1, 7, -1, 0, -1.7, 1, 4, 4

Quoted at random: 3 entries already listed
The line under a structure holds: MCL1-BIM inh, Efflux pump mplx, Bcl-xL primary, PME-1 inh, Fam108B counter, MEX-5 binding, GRK2 inh, GLD-1 TGE inh, VLA-4 inh
19	CC(=O)Nc1cccc(NC(=O)c2cc([N+](=O)[O-])ccc2N2CCCCC2)c1
    -1, 0.2, 0, 5, x, x, 3, 1, 5
18	Cn1nnc2cc(C(=O)N3CCSCC3)ccc21
    4, 0.1, 8, 4, 4, x, 0, 9, 2
13	CC(NC(=O)c1cccc(S(=O)(=O)N2CCCCCC2)c1)c1ccccc1 (stereo not drawn)
    1, 0.0, 1, 5, x, x, 3, -1, 10

Continued.
The line under a structure holds: MCL1-BIM inh, Efflux pump mplx, Bcl-xL primary, PME-1 inh, Fam108B counter, MEX-5 binding, GRK2 inh, GLD-1 TGE inh, VLA-4 inh
21	CCCn1ncc(CN2CCC(C(=O)Nc3cccc(-c4cccc(F)c4)c3)CC2)c1C
    -9, 0.4, -6, -4, -4, 2.6, 0, 7, 12
22	O=C(OCc1ccc(Br)cc1)c1ccncc1
    10, 0.0, 0, 1, -1, 1.7, 0, 7, 0
23	CC(C)Sc1nc(C(F)(F)F)cc(=O)n1-c1ccccc1
    7, 0.0, 4, 5, -1, -0.6, 3, 5, -8
24	CCCNC1=C(N(C(C)=O)c2cccc(F)c2)C(=O)c2ccccc2C1=O
    8, 0.1, 6, -1, 6, -0.3, 0, -2, 12
25	Cc1cccc(OCC(=O)NCCCNC(=O)c2ccco2)c1
    -2, -0.1, -1, -7, 4, 0.9, 0, 4, -1
26	COn1c(SC(C)C)nc2ccccc2c1=O
    4, -0.1, 4, -4, 1, -0.9, 7, 5, 0
27	CCOc1cc(C2c3c(-c4ccccc4)n[nH]c3C(=O)N2c2ccc(C(=O)O)cc2)ccc1O (stereo not drawn)
    -5, 0.0, -2, 0, -2, -1.5, 3, 10, 31
28	Cc1ccc(/C=C/C(=O)O)cc1S(=O)(=O)NCc1ccco1
    -2, 0.0, 3, -2, 2, 1.8, 1, 5, 9
29	CC(=O)Nc1ccc(S(=O)(=O)C(C#N)c2nc3ccccc3nc2NCCCO)cc1 (stereo not drawn)
    17, -0.1, 22, 1, -2, -4.5, 3, -6, 0
30	CC(=O)c1ccc(-c2csc(N3CCC(C(N)=O)CC3)n2)cc1
    x, -0.2, x, x, x, x, 0, 11, 12
31	C=C(C)n1c(=O)[nH]c2ccccc21
    2, -0.1, 7, 2, 4, -2.2, 1, -4, -7
32	CCc1nnc(NC(=O)CSc2ncnc3c2cnn3-c2ccc(OC)cc2)s1
    2, 0.1, 2, -1, 1, -0.5, 0, 10, 4
33	CCOC(=O)Cn1c(=O)oc2cc(S(=O)(=O)NC3CCCCC3)ccc21
    -2, 0.0, -1, -2, 3, 6.8, 0, -11, -1
34	C=CCC1(N(C(C)=O)c2ccccc2C)CCCCC1
    -1, 0.5, -2, -5, -4, -0.2, 1, 7, 5
35	CCCCCC(=O)N(O)C1CC(=O)N(c2ccccc2)C1=O (stereo not drawn)
    -3, 0.0, 7, 6, -1, -1.5, 4, 9, 8
36	OC(CNC1CCCCC1)CNC1CCCCC1
    0, 0.1, -3, 4, -1, -0.1, 0, 2, -2
37	CC(c1nccs1)N(C)C(=O)CCc1nnc(Cc2c[nH]c3ccccc23)o1 (stereo not drawn)
    4, 0.0, -3, -3, 1, 3.3, 1, 2, 2
38	CCCC[C@@H]1CNCCN1CCc1cc(C(F)(F)F)cc(C(F)(F)F)c1
    -8, x, 5, 1, 2, -0.2, x, 4, x
39	COC(=O)[C@]1(C)N[C@H](CN(C)C(=O)c2ccccc2)[C@@H]2C(=O)N(Cc3ccccc3)C(=O)[C@@H]21
    x, -0.1, x, x, x, x, 0, 3, 23
40	O=C(N/N=C/c1cccnc1)C1CC1(c1ccccc1)c1ccccc1 (stereo not drawn)
    4, 0.2, 6, 7, -3, 1.3, 0, -1, 3

Part of the list above, limited to VLA-4 inh, Efflux pump mplx and PME-1 inh.
item	molecule	VLA-4 inh	Efflux pump mplx	PME-1 inh
34	C=CCC1(N(C(C)=O)c2ccccc2C)CCCCC1	5	0.5	-5
35	CCCCCC(=O)N(O)C1CC(=O)N(c2ccccc2)C1=O (stereo not drawn)	8	0.0	6
36	OC(CNC1CCCCC1)CNC1CCCCC1	-2	0.1	4
37	CC(c1nccs1)N(C)C(=O)CCc1nnc(Cc2c[nH]c3ccccc23)o1 (stereo not drawn)	2	0.0	-3

Other results follow.
The line under a structure holds: MCL1-BIM inh, Efflux pump mplx, Bcl-xL primary, PME-1 inh, Fam108B counter, MEX-5 binding, GRK2 inh, GLD-1 TGE inh, VLA-4 inh
41	CC(Oc1ccc(F)cc1)C(=O)Nc1ccc(S(=O)(=O)NC2=NCCCCC2)cc1 (stereo not drawn)
    1, -0.1, 4, 2, x, x, 0, 3, 0
42	COc1ccc(OCC(=O)Nc2ccc(Cl)cc2)cc1
    -4, 0.1, 0, -22, -3, -0.8, 4, 6, 6
43	CCCNC(=O)CSc1nnc(-c2ccc(F)cc2)o1
    2, 0.1, 2, -2, -3, -1.0, 0, 8, -1
44	Cc1cc(Cl)c(S(=O)(=O)N2CCCCCC2)cc1OCC(N)=O
    -5, 0.1, 4, 3, -4, x, 0, 2, 14
45	CCN(CC)C(=O)CSc1nnc(-c2ccccn2)n1Cc1ccccc1
    10, 0.1, 3, 2, -2, 2.7, 1, 4, 5
46	CCOC(=O)N1CCC(N2Cc3cccc(C(=O)O)c3C2=O)CC1
    -4, 0.0, 1, 2, 1, -2.5, 1, 1, -25
47	O=C(COC(=O)c1cc(S(=O)(=O)N2CCOCC2)ccc1O)Nc1ccc2c(c1)OCO2
    x, 0.0, x, x, x, x, 0, 2, -7
48	Cc1cc(C)cc(NC(=O)CSc2nnc(-c3ccc(S(=O)(=O)N4CCCC4)cc3)o2)c1
    2, -0.3, 1, 5, 2, 1.6, 4, 7, 2
49	COc1cc(S(=O)(=O)N2CCOCC2)ccc1NC(=O)COC(=O)c1ccc(Cl)nc1
    x, 0.0, x, x, x, x, 3, -2, 15
50	Cc1ccc(C(=O)OCC(=O)Nc2ccc(C(N)=O)cc2)s1
    1, 0.0, -5, -1, x, x, 0, 0, 5
51	O=C(NCC1CCCO1)C1CCCN(S(=O)(=O)c2ccc(Br)cc2)C1 (stereo not drawn)
    1, 0.0, 6, 0, 9, 2.1, 0, 4, -3
52	COC(=O)c1ccc(NC(=O)CN2CCN(CCO)CC2)cc1
    -5, 0.0, 1, 3, 1, -3.6, 0, -10, 39
53	NC(=O)c1cc[n+](Cc2ccc([N+](=O)[O-])cc2)cc1
    5, 0.1, 0, -4, -3, 0.2, 0, 0, 6
54	C/C(=N\NC(=O)c1ccccn1)c1ccc(C(=O)O)s1
    7, -0.2, 6, 2, 0, -1.9, 1, -2, 18
55	Cc1ccc2c(c1)C(c1ccc(F)cc1)N(C(=O)c1ccc(S(=O)(=O)N(C)C)cc1)CC(=O)N2 (stereo not drawn)
    -1, 0.1, -1, -3, 1, -0.6, 18, 4, 5
56	c1ccc2c(c1)ncn2CCOCCOCCn1cnc2ccccc21
    0, -0.1, 4, 0, -1, 6.1, 0, 3, 1

These rows are one share of the data. The share of hits here may be higher or lower than overall.
